RmlC RmlD mix: inhibitors of RmlC and RmlD coupled enzymes. actives 0.39% (n = 110,000). inhibition, % at 5.5 µM. RmlC/RmlD coupled enzyme inhibition, 384-well mixture HTS. AID 1532; in the data active = inhibition above about 30%, passing the limit was not always enough; inconclusive = no clear call, values can overlap the other calls; also: strong numbers were not always called active
HIV RNase H inh: inhibitors of HIV-1 reverse transcriptase RNase H. RT-RNase H RNA/DNA duplex cleavage, fluorescence. actives 1.9% (n = 65,000). inhibition, % at 10 µM. P04585; in the data active = inhibition above about 50%
Numbers without * were called inactive; ? = inconclusive; · = not tested or not shown.

SMILES | RmlC RmlD mix | HIV RNase H inh
O=S(=O)(Cc1ccccc1Cl)N1CCN(Cc2ccc3c(c2)OCO3)CC1 | -7 | -76
COc1ccc(N(CC(=O)NCC2CCCO2)C(=O)CCC(=O)Nc2nccs2)cc1 (centres undefined) | -8 | ·
COc1ccc(CCNc2ccc(C(CC(N)=O)NC(=O)Cc3ccc(Br)cc3)cc2[N+](=O)[O-])cc1 (centres undefined) | -7 | ·
O=C(c1cccs1)N1CCC(c2nc3c(nnn3Cc3ccccc3)c(=O)[nH]2)CC1 | -13 | -6
CCOC(=O)NC1(C(F)(F)F)C(=O)N(Cc2ccccn2)C2=C1C(=O)CC(C)(C)C2 (centres undefined) | -16 | -15
Cc1[nH]ccc(=O)c1OCc1ccccc1 | 6 | ·
CCOC(=O)c1nc(S(C)(=O)=O)ncc1Cl | -5 | 9
CCN1C(=O)/C(=C\N(C(C)=O)c2ccccc2)OC1=S | -6 | ·
COc1ccc(C2C(C#N)=C(N)Oc3c2sc2nc(C)cc(C)c32)cc1 (centres undefined) | 23 | ·
Cc1ccc(NC(=S)NCCC(c2ccccc2)c2ccccc2)c(C)c1 | -1 | ·
O=C(C(=O)N1CCCc2ccccc21)c1c[nH]c2ccccc12 | -9 | ·
Cc1cccc(C(=O)NC(NCc2ccco2)C(Cl)(Cl)Cl)c1 (centres undefined) | -8 | ·
COC1CCCCC1Nc1cccc(SC)c1 (centres undefined) | 8 | 1
CCOC(=O)Cc1csc(NC(NC(=O)CC)(C(F)(F)F)C(F)(F)F)n1 | -17 | 11
COc1ccc(-c2noc(CN3CCCCC3)n2)cc1OC | 3 | ·
COc1ccc2cc3cc(C(=O)NCCc4ccc(OC)c(OC)c4)oc3nc2c1 | · | -28
O=C(CS(=O)(=O)c1cccc(C(F)(F)F)c1)Nc1ccccc1Cl | 3 | ·
Cn1c2c(c(=O)n(C)c1=O)C(c1cccc(Br)c1)C1C(=O)c3ccccc3C1=N2 (centres undefined) | · | -2
CCOc1ccc(CN(CCO)CCO)cc1[N+](=O)[O-] | 23 | ·
O=C(Nc1ccc(-c2nc3ncccc3o2)cc1)c1ccco1 | 79 | 16
COc1c(N2CCNC(C)C2)c(F)cc2c(=O)c(C(=O)O)cn(C3CC3)c12 (centres undefined) | 19 | 13
O=S(=O)(c1ccc(Cl)c(Cl)c1)N1CCc2nc3ccccc3n2CC1 | · | 7
O=C(COC(=O)C1CC1)NCc1ccccc1Cl | -2 | ·
O=C(CSc1nc(-c2ccco2)cc(C(F)(F)F)n1)Nc1cccnc1 | 121 | -26
CCOc1c2ccc(C(=O)NCCCCc3ccccc3)cc2nn1C | 23 | ·
O=C(CCNc1ccccc1)c1ccc2c(c1)OCO2 | 4 | -19
Cc1nc2ncccn2c1-c1csc(NCc2ccco2)n1 | -7 | -20
C/C=C(/C)C(=O)Nc1cccc(C2=NOC3(C2)C[C@@H](C(N)=O)N(C(=O)CC(c2ccccc2)c2ccccc2)C3)c1 (some centres undefined) | 11 | ·
CCCC(=O)Nc1ccc(NC(=O)c2ccccn2)cn1 | 9 | 1
CCS(=O)(=O)c1ccc2oc(SCC(=O)NC34CC5CC(CC(C5)C3)C4)nc2c1 | ? | ·
COc1ccc(OC)c2c1sc(=NC(=O)c1ccco1)n2C | -5 | -12
O=C1NCCN1Cc1ccc(F)cc1 | 2 | ·
O=C1c2ccccc2C(=O)N1CCCc1nc(-c2ccccc2)no1 | 8 | ·
C=CCOC(=O)C1=C(C)Nc2[nH]c(=O)[nH]c(=O)c2C1c1cccc(OC)c1 (centres undefined) | -8 | ·
Cc1ccc(S(=O)(=O)NC(CC(=O)N2CCc3ccccc32)c2ccco2)cc1 (centres undefined) | -14 | -7
Fc1ccc(-c2cn3cc(C(F)(F)F)cc(Cl)c3n2)cc1 | 5 | ·
COC(=O)c1cccc(C23CC4(C2)[C@H](CN(Cc2ccc(-c5ccccc5)cc2)[C@@H]4c2ccccc2)C3c2ccc(Cl)nc2)c1 (some centres undefined) | -8 | ·
CCOc1cc(CC(=O)N[C@@H](CC(C)C)c2ccccc2N2CCCCC2)ccc1C(=O)O | 6 | ·
O=C(CSc1ccc2nnc(-c3ccncc3)n2n1)Nc1ccc2c(c1)OCO2 | 9 | 24
Cc1cc(C)c2c(c1)-c1cc(C)nn1C(c1ccc3c(c1)OCO3)N2 (centres undefined) | -29 | -5
COc1ccc2c(c1)NC(=O)CC(c1ccccc1)=N2 | -6 | ·
Cc1ccc(Nc2cc(C)nc3ncnn23)c(Cl)c1 | -7 | -25
CC1CC(=S)Nc2ccccc2S1 (centres undefined) | -7 | ·
CCOc1c(Cl)cc(CNCC(C)C)cc1Cl | -14 | ·
CCOC(=O)C1CCCN(c2c(N3CCC(N4CCCCC4)CC3)c(=O)c2=O)C1 (centres undefined) | -4 | -6
Cc1ccc(-c2ccc(SCC(=O)Nc3nonc3C)nn2)cc1 | 15 | -21
COc1ccc(-n2c(SCC(=O)NCCC(C)C)nc3ccsc3c2=O)cc1 | -5 | ·
C/C=C/C(=O)OCC(=O)Nc1ccc(F)cc1Cl | -15 | ·
CCS(=O)(=O)N1CCC(C(=O)NCc2ccccn2)CC1 | -15 | 2
NCCCC[C@H]1CNC(=S)N1CC1CCCCC1 | -27 | ·
CCC(=O)N1CCN(c2ccccc2NC(=O)Cc2ccc(Cl)cc2)CC1 | 5 | 8
O=C(N/N=C/c1ccc(Br)o1)/C(=C/c1ccc([N+](=O)[O-])cc1)NC(=O)c1ccccc1 | 11 | ·
Cc1oc(-c2ccccc2)[n+]([O-])c1C | 6 | -18
CN(C)C(CNC(=O)c1cccc(S(=O)(=O)N(C)C)c1)c1ccccc1 (centres undefined) | -12 | ·
O=C(CN1CCCCCC1)Nc1cccc(Br)c1 | -12 | ·
CN1C(=O)C(Cc2nc3ccccc3c(=O)n2-c2ccccc2)c2ccccc21 (centres undefined) | -10 | ·
Cn1cc(C(=O)NC2CCCCCC2)c(=O)c2cc(S(=O)(=O)N3CCCC3)ccc21 | · | -15
COc1ccccc1N1CC(C(=O)OC(C)C(=O)N2CCCc3ccccc32)CC1=O (centres undefined) | · | -20
CCS(=O)(=O)NCCc1ccc(OC)c(OC)c1 | 12 | 2
O=C(NCc1ccc2c(c1)OCO2)c1ccc(S(=O)(=O)NCC2CCCO2)cc1 (centres undefined) | 13 | 15

Remaining list, next part.
SMILES | RmlC RmlD mix | HIV RNase H inh
Cc1ccccc1-n1c(=O)c2ccccc2n2nnnc12 | -4 | -5
CCOC(=O)C1CCN(C(=O)CCN2C(=O)C3C4C=CC(C4)C3C2=O)CC1 (centres undefined) | 3 | ·
CCCCOC(=O)Nc1ccc(OC)cc1S(=O)(=O)N1CCOCC1 | -7 | -14
CC(=O)n1cc(Nc2ccccc2C(=O)O)c2ccccc21 | -5 | -4
Cc1[nH]c(=O)c(C#N)cc1-c1ccncc1 | -12 | ·
O=C(N/N=C/c1cccs1)c1ccccn1 | -6 | ·
CC(C)(C)NC(=O)CSc1nc(O)cc(=O)n1-c1ccccc1F | 9 | -3
O=C(NC1CCCCC1)N(Cc1nc2ccccc2c(=O)[nH]1)C1CCCC1 | · | -30
COc1ccc(C2=[N+]([O-])C(C)(C)N(O)C2C)cc1 (centres undefined) | 1 | ·
Cc1ccc(CNC(=O)CN(C)S(=O)(=O)c2cccc3nsnc23)cc1 | -31 | -14
O=C(CC12CC3CC(CC(C3)C1)C2)N1CCCC1 | -12 | ·
Cc1ccc(O)c(C(=O)c2coc(=N)c(C(=O)NC(C)C)c2)c1 | 5 | ·
COC(=O)c1cnc2c(C(F)(F)F)cccc2c1OC | 4 | -6
CC(C)C(=O)Nc1nnc(Cc2ccccc2)s1 | 6 | -9
CCOC(=O)C1CCN(CC(=O)c2c(C)[nH]c3cc(C)ccc23)CC1 | 3 | 5
Cc1cc(NS(=O)(=O)c2ccc(NC(=O)c3cc4ccccc4o3)cc2)nc(C)n1 | 6 | ·
CCOc1ccc(C(=O)N2CCCN(C(=O)c3ccc(OCC)cc3)CC2)cc1 | 12 | 16
CCn1cc(SCC(=O)NCc2ccc3c(c2)OCO3)c2ccccc21 | 10 | -42
Cc1ccc(NC(=O)c2cccc3c2-c2ccccc2C3=O)cc1C | -13 | ·
C=CCOc1c2ccc(C(=O)NCc3ccccc3OC)cc2nn1C | 0 | ·

For convenience, 15 of the compounds above.
SMILES | RmlC RmlD mix | HIV RNase H inh
Cc1ccccc1-n1c(=O)c2ccccc2n2nnnc12 | -4 | -5
CCOC(=O)C1CCN(C(=O)CCN2C(=O)C3C4C=CC(C4)C3C2=O)CC1 (centres undefined) | 3 | ·
CCCCOC(=O)Nc1ccc(OC)cc1S(=O)(=O)N1CCOCC1 | -7 | -14
CC(=O)n1cc(Nc2ccccc2C(=O)O)c2ccccc21 | -5 | -4
Cc1[nH]c(=O)c(C#N)cc1-c1ccncc1 | -12 | ·
O=C(N/N=C/c1cccs1)c1ccccn1 | -6 | ·
CC(C)(C)NC(=O)CSc1nc(O)cc(=O)n1-c1ccccc1F | 9 | -3
O=C(NC1CCCCC1)N(Cc1nc2ccccc2c(=O)[nH]1)C1CCCC1 | · | -30
COc1ccc(C2=[N+]([O-])C(C)(C)N(O)C2C)cc1 (centres undefined) | 1 | ·
Cc1ccc(CNC(=O)CN(C)S(=O)(=O)c2cccc3nsnc23)cc1 | -31 | -14
O=C(CC12CC3CC(CC(C3)C1)C2)N1CCCC1 | -12 | ·
Cc1ccc(O)c(C(=O)c2coc(=N)c(C(=O)NC(C)C)c2)c1 | 5 | ·
COC(=O)c1cnc2c(C(F)(F)F)cccc2c1OC | 4 | -6
CC(C)C(=O)Nc1nnc(Cc2ccccc2)s1 | 6 | -9
CCOC(=O)C1CCN(CC(=O)c2c(C)[nH]c3cc(C)ccc23)CC1 | 3 | 5

The list goes on:
SMILES | RmlC RmlD mix | HIV RNase H inh
CCOc1ccc(NC(=O)c2ccncc2)cc1 | -10 | -5
COc1cc(OC)cc(C(=O)N[C@H](C(=O)OCC(=O)c2ccc3c(c2)NC(=O)CO3)C(C)C)c1 | -2 | ·
CCOC(=O)N1CCC(Nc2ncnc3c2cnn3-c2ccccc2)CC1 | 4 | -6
O=C1Nc2ccccc2C(O)(C(=O)NC2CC2)N1c1ccc(Cl)c(Cl)c1 (centres undefined) | -7 | 4
NC(=O)c1ccsc1NC(=O)c1cccs1 | 6 | -8
O=C(NNC(=O)C1CC1c1ccccc1)Nc1cccc(Cl)c1 (centres undefined) | 10 | ·
N#CC(C(=O)NC1CCCCC1)c1nc2ccccc2nc1N1CCN(c2ccccc2F)CC1 (centres undefined) | · | 20
Cc1cc(Cl)c(S(=O)(=O)Nc2ccc3c(c2)OCO3)cc1OCC(=O)NC1CCCCC1 | 3 | ·
C=CCCC(=O)Nc1nc(C)c(-c2csc(Nc3cccc(OC)c3)n2)s1 | -7 | ·
CCOC(=O)c1ccc(CNC(=O)CCC(=O)O)cc1 | -4 | 7
CCc1nnc(NC(=O)c2nc3nccc(C)n3n2)s1 | -8 | -3
Cc1ccc2cc(CN(CCN3CCCC3)C(=O)Nc3ccccc3)c(=O)[nH]c2c1C | 5 | -17
Cc1ccc(-n2nc(C(=O)O)cc2-c2ccccc2)cc1 | -16 | ·
CCOC(=O)Nc1cccc(OCC(=O)Nc2ccccc2OC)c1 | 14 | -6
CCOc1ccc(NCc2cc3c(C(C)(C)C)nn(-c4ccccc4)c3[nH]c2=O)cc1 | 7 | ·
CCC(C)SCc1nc2ccccc2[nH]1 (centres undefined) | -8 | 3
CN(C)S(=O)(=O)c1ccc(Oc2ccc(S(=O)(=O)N(C)C)cc2)cc1 | -15 | -5
Cc1ccn2c(C(=O)c3ccc(Cl)cc3)cnc2c1 | -13 | ·
Cc1cc(NC(=O)c2cc(-c3ccco3)on2)no1 | -10 | -45
COC(=O)c1ccc(=O)n(Cc2ccco2)c1 | · | -17

In a second layout: results already given.
| compound | RmlC RmlD mix | HIV RNase H inh |
| --- | --- | --- |
| CCOC(=O)Nc1cccc(OCC(=O)Nc2ccccc2OC)c1 | 14 | -6 |
| CCOc1ccc(NCc2cc3c(C(C)(C)C)nn(-c4ccccc4)c3[nH]c2=O)cc1 | 7 | · |

The list goes on:
SMILES | RmlC RmlD mix | HIV RNase H inh
CC1=Nc2cccc3cccc(c23)N1 | -6 | ·
Cc1cc2n(n1)C(c1ccccc1Cl)Nc1ccccc1-2 (centres undefined) | -14 | -13
Cc1cccc(OCc2nnc(NC(=O)Cc3cccs3)s2)c1 | -12 | ·
Cc1ccc(OCCn2c(Br)nc3c2c(=O)n(C)c(=O)n3C)cc1 | 21 | ·
COc1cccc(-n2nnc3c(=O)n(CC(=O)OCc4ccccc4)cnc32)c1 | 16 | 2
CCOc1ccc(C2CC(c3cccc(C)c3)n3ncnc3N2)cc1 (centres undefined) | 20 | 2
Nc1scc2c(C(=O)N/N=C/c3ccc(Cl)cc3)nn(-c3ccccc3)c(=O)c12 | 7 | ·
CS(=O)(=O)N(CC(=O)NC1CC2CCC1C2)c1cccc(C(F)(F)F)c1 (centres undefined) | -10 | -7
CCOCCCN(C(=O)CNC(=O)c1ccco1)C(C(=O)NC1CCCC1)c1ccccc1C (centres undefined) | -13 | -5
CCOc1ccc(NC(=O)CCC(=O)O)cc1 | -8 | ·
CC(OC(=O)CN1C(=O)C2CCCCC2C1=O)C(=O)Nc1ncc(Cl)cc1Cl (centres undefined) | 39 | ·
Nc1ccc(CCS(N)(=O)=O)cc1 | -4 | -17
O=C(NCCCN1CCCC1=O)c1ccc2c(=O)n(Cc3ccco3)c(=S)[nH]c2c1 | 5 | 1
CCCCN(C)S(=O)(=O)c1ccc(C(=O)Nc2nnc(-c3cccs3)o2)cc1 | -85 | 19
CCCc1[nH]nc2c1C(CCC)C(C#N)=C(N)O2 (centres undefined) | 44 | -20
CC1CCC2(CC1)NC(=O)c1ccccc1O2 (centres undefined) | -5 | -17
O=C(Nc1nccs1)c1ccc(-c2ccccc2Cl)o1 | -2 | ·
CCCCNC(=O)NS(=O)(=O)c1ccc(C)cc1 | 8 | -13
O=C(N1CCOCC1)N1c2ccccc2Sc2ccccc21 | -13 | ·
COc1ccc(N(CC(=O)N2CCN(c3ccccc3)CC2)S(=O)(=O)c2c(C)noc2C)cc1 | 0 | -4
Cc1ccc(CC2CC(=O)N(c3ccc(Cl)cn3)C2=O)cc1 (centres undefined) | 2 | -8
Cc1ccccc1Cn1c(C(C)O)nc2ccccc21 (centres undefined) | 1 | -18

Source: PubChem BioAssay

The list is partial. The share of hits here may be higher or lower than overall.
